PDI inh – PDI (human) enzyme inhibition | P07237 | PDI insulin aggregation turbidity, A650, 90 min | inhibition, % at 10 µM | hit rate 0.052% among 350,000 | AID 588391;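 active = mean inhibition across replicates of 30% or more, whatever share of single replicates reach that level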;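 also: absorbance from insulin aggregation driven by PDI reduction with DTT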
Target sequence (P07237 whole entry, looked up): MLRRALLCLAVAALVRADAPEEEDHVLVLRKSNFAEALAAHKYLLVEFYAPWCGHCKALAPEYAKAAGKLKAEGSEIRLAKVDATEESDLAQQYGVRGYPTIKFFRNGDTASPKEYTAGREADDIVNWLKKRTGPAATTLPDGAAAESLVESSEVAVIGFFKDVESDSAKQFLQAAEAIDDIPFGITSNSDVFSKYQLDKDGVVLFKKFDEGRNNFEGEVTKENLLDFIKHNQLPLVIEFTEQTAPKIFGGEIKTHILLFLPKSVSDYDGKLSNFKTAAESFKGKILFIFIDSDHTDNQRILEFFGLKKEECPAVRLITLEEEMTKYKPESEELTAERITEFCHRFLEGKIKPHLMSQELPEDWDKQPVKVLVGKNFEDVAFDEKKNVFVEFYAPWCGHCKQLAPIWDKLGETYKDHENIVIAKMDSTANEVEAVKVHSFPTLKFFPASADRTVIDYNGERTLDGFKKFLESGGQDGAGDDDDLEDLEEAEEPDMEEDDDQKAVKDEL
HIF-2a inh – inhibitors of HIF-2a | inhibition, % at 18.8 µM | 786-0 RCC cells HIF-2a reporter, luciferase luminescence, overnight | AID 624352 | hit rate 0.72% among 360,000;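 active = inhibition of the luminescence signal of 40% or more relative to plate controls, in a single-dose primary screen at 18.75 µM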
Shn3 3UTR inh – Schnurri-3 reporter inhibition in Clone20 osteoblasts; Clone20 osteoblast Shn3 3'UTR firefly luciferase, 24 h; inhibition, % at 12.5 µM; hit rate 0.52% among 360,000; AID 588674;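 active = mean inhibition of at least 75% with every replicate also reaching 75%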;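 also: 0% = median of neutral control wells and 100% = pilot-screen positive control compound; some compounds past the cut are filed as inactive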
Cardio protect – modulators protecting cardiomyocytes from myocardial damage. H9c2 cardiomyocytes, H2O2 injury protection, ATPLite, 2 h. protection from H2O2 cell death, % at 20 µM. hit rate 0.63% among 360,000;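 active = compounds giving at least 50% protection of heart cells from peroxide-induced death in the single-dose screen, raw or plate-pattern-corrected value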;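 also: 0% = DMSO wells with peroxide and 100% = DMSO wells without peroxide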
NR2E3 ag-1 – NR2E3 (human) agonism; Q9Y5X4; GST-NR2E3/biotin-RetCOR TR-FRET, 1536-well; inhibition of corepressor binding, % at 4.78 µM; hit rate 0.12% among 320,000; AID 2300;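 active = percent inhibition above the cutoff of mean plus 3 SD of all tested compounds, set per screening campaign, cut at about 20% in these data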;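 also: 0% = DMSO wells and 100% = biotin wells as full block of FRET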
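System: GST-tagged NR2E3 plus biotinylated RetCOR corepressor; Amount: 1.35 nM GST-tagged NR2E3 final; Dosing: single nominal compound dose of 4.8 µM; Schedule: 5 h incubation at 4 °C; Technique: TR-FRET with europium anti-GST and streptavidin-D2, 340 nm excitation; Controls: biotin wells as high control, 0.6% DMSO wells as low control.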
CaV13 ICDI inh – Disruptors of the CACNA1D IQ motif to Ca2+-dependent inactivation inhibitor domain association, primary screening, Förster resonance energy transfer in intact living …. HEK cells, CFP/YFP FRET ICDI-IQ, plate reader, 10 min; percent FRET-ratio fall versus neutral wells. inhibition, % at 12.3 µM. hit rate 0.098% among 340,000. AID 743397;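 active = mean replicate inhibition of at least 30% and at least 1% of replicates passing that level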;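 also: 0% = median of the neutral control wells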
NR2E3 ag-2 – activates human NR2E3 receptor | CHO-S Gal4-NCOR/VP16-NR2E3 two-hybrid, luciferase | inhibition of corepressor binding, % at 3.98 µM | hit rate 0.35% among 360,000 | AID 602229;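 active = inhibition above the mean of all tested compounds plus 3 SD, cut at about 70% in these data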;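 also: 0% = DMSO with NR2E3 transfected cells and 100% = cells lacking NR2E3 construct; higher means lower luciferase signal from less NR2E3 corepressor binding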
TRPM1 prom inh – reduces MITF-dependent TRPM1 promoter luciferase signal. inhibition, % at 12.5 µM. hit rate 0.83% among 330,000. AID 488899. SK-MEL-5 TRPM1 promoter luciferase, 24 h;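 active = mean inhibition across replicates of 60% or more, whatever share of single replicates reaches that level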; also: values of inactives mirror those of a sister screen read the other way
iPSC survival up – increases survival of single human iPS cells; hiPSC single-cell survival, ATPlite luminescence; 100% = ROCK inhibitor wells, 0% = DMSO; survival enhancement, % at 20 µM; hit rate 0.044% among 360,000; in the data active = survival enhancement above about 18%;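 also: cells exposed to compounds for 16 hours before the ATP read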
m5-HT2A agonist – activates the mouse 5-HT2A serotonin receptor. hit rate 0.66% among 360,000. P35363. CHO-K1 mHTR2A beta-arrestin complementation, luminescence; percent of 30 µM serotonin response. AID 624169. activation, % at 7.6 µM;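 active = activation above a run cutoff, the mean activation of all tested compounds plus 3 SD, cut at about 14% in these data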;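 also: 0% = plate median of compound wells and 100% = 30 µM serotonin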
Target sequence (P35363 whole entry, looked up): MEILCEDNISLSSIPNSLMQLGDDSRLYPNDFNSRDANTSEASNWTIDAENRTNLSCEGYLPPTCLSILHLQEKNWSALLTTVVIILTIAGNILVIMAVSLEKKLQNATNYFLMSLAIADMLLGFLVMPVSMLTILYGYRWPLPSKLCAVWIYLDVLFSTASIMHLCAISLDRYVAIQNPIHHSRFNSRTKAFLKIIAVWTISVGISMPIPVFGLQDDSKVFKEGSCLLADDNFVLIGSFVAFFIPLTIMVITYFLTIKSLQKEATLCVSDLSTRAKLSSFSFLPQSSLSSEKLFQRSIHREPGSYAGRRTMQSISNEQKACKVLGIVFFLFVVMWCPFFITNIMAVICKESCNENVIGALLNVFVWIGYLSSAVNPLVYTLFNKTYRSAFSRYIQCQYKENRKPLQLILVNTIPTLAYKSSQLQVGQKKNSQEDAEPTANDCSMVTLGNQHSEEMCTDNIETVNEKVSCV
Peg3 prom inh – reduces Peg3 promoter-driven luciferase expression in HeLa; HeLa PEG-Prom luciferase reporter, luminescence, overnight; hit rate 1.7% among 360,000; inhibition, % at 20 µM;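 active = inhibition of at least 50% at 20 µM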
* hit, by the source's call.

`COCCCNC(=O)CN1CCN(Cc2ccccc2Cl)C1=O` gave PDI inh 0, HIF-2a inh 18, Shn3 3UTR inh 18, Cardio protect 4, NR2E3 ag-1 1, CaV13 ICDI inh -5, NR2E3 ag-2 -14, iPSC survival up -0.2, m5-HT2A agonist -2 and Peg3 prom inh 8.
For C[C@@H]1CN([C@H](C)CO)S(=O)(=O)c2ccc(Br)cc2O[C@@H]1CN(C)C(=O)Nc1ccc(C(F)(F)F)cc1 the results were PDI inh 10, HIF-2a inh 7, Shn3 3UTR inh 1, Cardio protect -11, CaV13 ICDI inh -9, NR2E3 ag-2 -5, iPSC survival up -2.0, m5-HT2A agonist -2 and Peg3 prom inh 20.
For Cc1ccccc1CSCCNC(=O)c1ccc(N(C)S(=O)(=O)c2ccccc2)cc1 the results were PDI inh -1, HIF-2a inh 19, Shn3 3UTR inh 14, Cardio protect 4, NR2E3 ag-1 3, CaV13 ICDI inh -5, NR2E3 ag-2 26, TRPM1 prom inh 3, iPSC survival up -3.3, m5-HT2A agonist -7 and Peg3 prom inh 26.
Screening CC(=O)c1cccc(NC(=O)/C=C/c2ccc([N+](=O)[O-])s2)c1 returned PDI inh -11, HIF-2a inh -96, Shn3 3UTR inh 82, Cardio protect -12, CaV13 ICDI inh -2, NR2E3 ag-2 -20, TRPM1 prom inh 92*, iPSC survival up -3.8, m5-HT2A agonist -2 and Peg3 prom inh 99*.
For Cc1cc(OCC(=O)N(C)c2ccccc2)cc2c1C(=O)CC(C)(C)O2 the results were PDI inh 5, HIF-2a inh -5, Shn3 3UTR inh 12, Cardio protect -1, NR2E3 ag-1 -1, CaV13 ICDI inh -18, NR2E3 ag-2 -9, TRPM1 prom inh 4, iPSC survival up -0.4, m5-HT2A agonist 1 and Peg3 prom inh 0.
Screening CCn1c(CNC(=O)c2ccccc2F)nnc1SCCOc1ccccc1 returned PDI inh -5, HIF-2a inh 18, Shn3 3UTR inh 4, Cardio protect 0, NR2E3 ag-1 -2, CaV13 ICDI inh -2, NR2E3 ag-2 -3, TRPM1 prom inh 0, iPSC survival up 0.6, m5-HT2A agonist 5 and Peg3 prom inh -9.
For Cc1ccc(S(=O)(=O)CCC(=O)OCC(=O)c2c(N)n(CC(C)C)c(=O)n(C)c2=O)cc1 the results were PDI inh -3, HIF-2a inh 4, Shn3 3UTR inh 11, Cardio protect -10, NR2E3 ag-1 -3, CaV13 ICDI inh -12, NR2E3 ag-2 12, TRPM1 prom inh -4, iPSC survival up -0.2, m5-HT2A agonist 3 and Peg3 prom inh 13.
Screening CC(=O)c1sc(NC(=O)CN2C(=O)C3CC=CCC3C2=O)nc1-c1ccccc1 (stereo not drawn) returned PDI inh -10, HIF-2a inh 16, Shn3 3UTR inh -3, Cardio protect 1, NR2E3 ag-1 0, CaV13 ICDI inh -6, NR2E3 ag-2 -7, TRPM1 prom inh 4, iPSC survival up -0.4, m5-HT2A agonist 1 and Peg3 prom inh 8.
Cc1cc2ncn(C(=O)N3CCC(C)CC3)c2cc1C was read as PDI inh 10, HIF-2a inh -145, Shn3 3UTR inh -23, Cardio protect -5, NR2E3 ag-1 0, CaV13 ICDI inh -7, NR2E3 ag-2 -30, TRPM1 prom inh -44, iPSC survival up -1.5, m5-HT2A agonist -3 and Peg3 prom inh -142.
`Cc1cccc(N2CCN(C(=O)C3CCN(S(=O)(=O)N4CCOCC4)CC3)CC2)c1C` gave PDI inh 5, HIF-2a inh 0, Shn3 3UTR inh 6, Cardio protect -1, NR2E3 ag-1 0, CaV13 ICDI inh -4, NR2E3 ag-2 -6, TRPM1 prom inh 11, iPSC survival up 1.2, m5-HT2A agonist 1 and Peg3 prom inh 4.
O=C(Cc1ccccc1F)NCC1(N2CCOCC2)CCCCC1 was read as PDI inh -6, HIF-2a inh 18, Shn3 3UTR inh -12, Cardio protect 5, NR2E3 ag-1 -4, CaV13 ICDI inh 3, NR2E3 ag-2 -32, TRPM1 prom inh 2, iPSC survival up -0.4, m5-HT2A agonist 1 and Peg3 prom inh 3.
For CC1=CC(C)(C)N2C(=O)C3(NCCc4c3[nH]c3ccccc43)c3cc(C)cc1c32 (stereo not drawn) the results were PDI inh 0, HIF-2a inh -5, Shn3 3UTR inh 32, Cardio protect 8, NR2E3 ag-1 -1, CaV13 ICDI inh 2, NR2E3 ag-2 57, TRPM1 prom inh -9, iPSC survival up 0.2, m5-HT2A agonist 0 and Peg3 prom inh 20.

Reprinted from the listing (three entries):
Screening CC(=O)c1cccc(NC(=O)/C=C/c2ccc([N+](=O)[O-])s2)c1 returned PDI inh -11, HIF-2a inh -96, Shn3 3UTR inh 82, Cardio protect -12, CaV13 ICDI inh -2, NR2E3 ag-2 -20, TRPM1 prom inh 92*, iPSC survival up -3.8, m5-HT2A agonist -2 and Peg3 prom inh 99*.
For Cc1cc(OCC(=O)N(C)c2ccccc2)cc2c1C(=O)CC(C)(C)O2 the results were PDI inh 5, HIF-2a inh -5, Shn3 3UTR inh 12, Cardio protect -1, NR2E3 ag-1 -1, CaV13 ICDI inh -18, NR2E3 ag-2 -9, TRPM1 prom inh 4, iPSC survival up -0.4, m5-HT2A agonist 1 and Peg3 prom inh 0.
Screening CCn1c(CNC(=O)c2ccccc2F)nnc1SCCOc1ccccc1 returned PDI inh -5, HIF-2a inh 18, Shn3 3UTR inh 4, Cardio protect 0, NR2E3 ag-1 -2, CaV13 ICDI inh -2, NR2E3 ag-2 -3, TRPM1 prom inh 0, iPSC survival up 0.6, m5-HT2A agonist 5 and Peg3 prom inh -9.

Next structures follow:
`COc1cc(C2Nc3ccc4ccccc4c3C3=C2C(=O)CC(C)(C)C3)ccc1OC(C)C(=O)O` (stereo not drawn) gave PDI inh 13, HIF-2a inh -20, Shn3 3UTR inh -18, Cardio protect -6, NR2E3 ag-1 -4, CaV13 ICDI inh -5, NR2E3 ag-2 -25, TRPM1 prom inh 23, iPSC survival up -0.4, m5-HT2A agonist 3 and Peg3 prom inh -10.
For N#Cc1cc(Sc2ccccn2)c(Sc2ccccn2)cc1C#N the results were PDI inh 2, HIF-2a inh 25, Shn3 3UTR inh 14, Cardio protect 2, NR2E3 ag-1 4, CaV13 ICDI inh -12, NR2E3 ag-2 17, TRPM1 prom inh 6, iPSC survival up -0.9, m5-HT2A agonist 3 and Peg3 prom inh 23.
Screening Cn1cc(C(=O)N/N=C/C(Br)=C/c2ccccc2)ccc1=O returned PDI inh 13, HIF-2a inh -44, Shn3 3UTR inh 9, Cardio protect 12, NR2E3 ag-1 -3, CaV13 ICDI inh -3, NR2E3 ag-2 5, TRPM1 prom inh 22, iPSC survival up -4.9, m5-HT2A agonist -3 and Peg3 prom inh -1.
For Cc1cccc(NC(=S)N(Cc2cccs2)Cc2cc3cc(C)cc(C)c3[nH]c2=O)c1 the results were PDI inh -6, HIF-2a inh 4, Shn3 3UTR inh 56, Cardio protect 0, NR2E3 ag-1 -1, CaV13 ICDI inh -4, NR2E3 ag-2 -31, TRPM1 prom inh 11, iPSC survival up 1.4, m5-HT2A agonist 1 and Peg3 prom inh 15.
For Cc1ccccc1NC1=NC(=S)N(c2ccccc2)C12CCOC(C)(C)C2 (stereo not drawn) the results were PDI inh 12, HIF-2a inh 0, Shn3 3UTR inh 34, Cardio protect 0, NR2E3 ag-1 -2, CaV13 ICDI inh -5, NR2E3 ag-2 -1, TRPM1 prom inh 6, iPSC survival up -1.9, m5-HT2A agonist 3 and Peg3 prom inh 2.
Screening COc1ccc(/C=N/Nc2cc(C)nc(NS(=O)(=O)c3ccc(C)cc3)n2)cc1 returned PDI inh -1, HIF-2a inh 36, Shn3 3UTR inh 11, Cardio protect 1, NR2E3 ag-1 -1, CaV13 ICDI inh 1, NR2E3 ag-2 -28, TRPM1 prom inh 11, iPSC survival up 5.1, m5-HT2A agonist 7 and Peg3 prom inh 30.
Screening O=C(NCC1CCCO1)c1ccc(COc2ccccc2Br)cc1 (stereo not drawn) returned PDI inh -12, HIF-2a inh -123, Shn3 3UTR inh -21, Cardio protect -4, NR2E3 ag-1 -1, CaV13 ICDI inh -4, NR2E3 ag-2 -24, TRPM1 prom inh -21, iPSC survival up -1.1, m5-HT2A agonist -7 and Peg3 prom inh -55.
Screening CCOC(=O)CSC1=N/C(=C\c2cccnc2)C(=O)N1c1ccc(OC)cc1 returned PDI inh -4, HIF-2a inh 17, Shn3 3UTR inh -9, Cardio protect 2, NR2E3 ag-1 -2, CaV13 ICDI inh -2, NR2E3 ag-2 -1, TRPM1 prom inh 3, iPSC survival up 6.4, m5-HT2A agonist 2 and Peg3 prom inh 3.
`CC(Sc1cnccn1)C(=O)O` (stereo not drawn) gave PDI inh 2, HIF-2a inh 10, Shn3 3UTR inh -13, Cardio protect -1, NR2E3 ag-1 -5, CaV13 ICDI inh -4, NR2E3 ag-2 28, TRPM1 prom inh -2, iPSC survival up 0.6, m5-HT2A agonist 4 and Peg3 prom inh 3.
For CC(C)(C)NC(=O)NC(=O)CSc1nnc2ccccn12 the results were PDI inh 0, HIF-2a inh 14, Shn3 3UTR inh 4, Cardio protect 7, NR2E3 ag-1 1, CaV13 ICDI inh -5, NR2E3 ag-2 -4, TRPM1 prom inh 4, iPSC survival up 2.7, m5-HT2A agonist 2 and Peg3 prom inh -1.
NC(=O)NC(=O)CC1S/C(=N/N=C2/NC(=O)CS2)NC1=O (stereo not drawn) was read as PDI inh 0, HIF-2a inh 13, Shn3 3UTR inh 2, Cardio protect 5, NR2E3 ag-1 -5, NR2E3 ag-2 -12, TRPM1 prom inh 6, iPSC survival up -0.5, m5-HT2A agonist 4 and Peg3 prom inh -6.
Cc1cc(OCC(=O)N2CCOCC2)ccc1NC(=O)c1ccccc1C was read as PDI inh 17, HIF-2a inh -54, Shn3 3UTR inh -48, Cardio protect -12, NR2E3 ag-1 2, NR2E3 ag-2 -3, TRPM1 prom inh -8, iPSC survival up -0.4, m5-HT2A agonist 6 and Peg3 prom inh -36.
Screening COc1ccc(S(=O)(=O)Cc2ccc(C(=O)NCCc3ccc(S(N)(=O)=O)cc3)o2)cc1 returned HIF-2a inh 13, Shn3 3UTR inh 9, Cardio protect 4, NR2E3 ag-1 0, CaV13 ICDI inh 1, NR2E3 ag-2 -10, TRPM1 prom inh 4, iPSC survival up 1.2, m5-HT2A agonist 0 and Peg3 prom inh -7.

Bioassay records deposited in PubChem BioAssay by several laboratories.
